Compound activity: PubChem BioAssay, National Center for Advancing Translational Sciences (NCATS)
Casp1 inh: blocks human caspase-1 allosterically or competitively. 75,000 tested, 0.03% active. P29466. Potency, µM (titrated, usually from 57.5 µM), inactives show at the highest dose activity change, negative = inhibition, usual class: inhibitors. Caspase-1 enzyme, Ac-WEHD-AFC fluorogenic rate;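 further: potency means the concentration at half of the fitted maximal effect; plate controls were vehicle for no effect and no substrate for full effect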
Target sequence (P29466 120-297 limits assumed): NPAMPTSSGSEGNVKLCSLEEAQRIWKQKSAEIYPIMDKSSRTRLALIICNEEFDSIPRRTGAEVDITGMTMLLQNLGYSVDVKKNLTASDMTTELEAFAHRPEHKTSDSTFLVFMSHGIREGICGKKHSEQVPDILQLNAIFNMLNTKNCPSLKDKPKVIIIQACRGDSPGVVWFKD
Target sequence (P29466 317-404 limits assumed): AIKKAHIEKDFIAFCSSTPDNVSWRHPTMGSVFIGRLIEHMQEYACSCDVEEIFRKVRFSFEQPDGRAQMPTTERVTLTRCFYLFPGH
Fluorescein fluor: compound fluoresces in the fluorescein spectral region; Compound autofluorescence, 480/540 nm, fluorescein-equivalent; active compounds read high; max fluorescein-equivalent concentration, M; 59,000 tested, 0.91% active; in the data active means max fluorescein-equivalent concentration above about 10 nM; inconclusive means between about 1.1 nM and that limit
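Values reflect compound autofluorescence, normalized to fluorescein on the same plate and reported at each tested concentration. Conditions: 100 mM Tris pH 8.0, room temperature, 15 min, excitation 480 nm, emission 540 nm.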
Rhodamine autofl: compound autofluorescence in rhodamine spectral region. max dye-equivalent concentration, M. Rhodamine-region fluorescence, 547/598 nm, Tris buffer; active compounds read high. 59,000 tested, 0.05% active; in the data active means max dye-equivalent concentration above about 11 nM; inconclusive means between about 1.1 nM and that limit
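A six-point rhodamine series on each plate calibrates the signal. Compounds sit in 100 mM Tris (pH 8.0) for 15 min at ambient temperature before imaging through 547 nm/598 nm filters.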
Caspase-7 inhib: caspase-7 (human) inhibition, allosteric or competitive. P55210. recombinant caspase-7, Ac-DEVD-AFC fluorescence rate. Potency, µM (titrated, usually from 57.5 µM), inactives show at the top dose activity change, negative = inhibition, actives largely listed as inhibitors. 75,000 tested, 0.02% active; active means well fitted inhibition curve with a large enough effect in the main read-out, with a control signal flat, not every such curve was filed as active; inconclusive means small, poorly fitted or top-dose-only effect, or a change in a side signal; further: potency means the concentration at half of the fitted maximal effect; % of control where 0% means no effect
Luciferase inh: firefly luciferase inhibition; P08659; purified firefly luciferase, luminescence, 8 min; Potency, µM (doses to about 57.1 µM), for inactives: at the highest dose activity change, negative = inhibition, hits mostly inhibitors; 72,000 tested, 2.2% active; further: potency means the concentration at half of the fitted maximal effect; on the % scale 0 is the no-effect control and ±100 the full control effect; nearly all actives have a fitted effect of over 40% in size
Target sequence (P08659 whole entry, looked up): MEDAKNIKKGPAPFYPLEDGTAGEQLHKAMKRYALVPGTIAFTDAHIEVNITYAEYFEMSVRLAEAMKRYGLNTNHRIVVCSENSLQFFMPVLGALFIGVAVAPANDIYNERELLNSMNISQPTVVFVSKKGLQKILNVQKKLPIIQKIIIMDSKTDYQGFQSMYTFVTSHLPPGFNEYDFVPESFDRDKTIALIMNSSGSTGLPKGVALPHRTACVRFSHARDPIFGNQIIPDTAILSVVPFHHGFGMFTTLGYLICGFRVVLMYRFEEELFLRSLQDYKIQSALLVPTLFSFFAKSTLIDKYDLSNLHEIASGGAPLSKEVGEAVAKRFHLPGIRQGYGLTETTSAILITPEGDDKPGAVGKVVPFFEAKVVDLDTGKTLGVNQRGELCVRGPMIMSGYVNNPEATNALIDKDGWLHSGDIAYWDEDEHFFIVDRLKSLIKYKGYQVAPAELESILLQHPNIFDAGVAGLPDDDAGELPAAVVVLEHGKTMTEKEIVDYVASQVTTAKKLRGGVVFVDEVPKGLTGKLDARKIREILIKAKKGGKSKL
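Luminescence read-out after 8 min at room temperature; enzyme reaction used luciferin plus 10 uM ATP (linear range) in imidazole buffer pH 7.2 with KCl, MgCl2, Tween 20 and BSA. Each sample was run as a titration.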
ERK AVP block: inhibitors of vasopressin-stimulated ERK signaling pathway. Potency, µM (top dose mostly 57.5 µM), without a hit: at the top dose activity, negative = inhibition, actives largely listed as inhibitors. HEK293-V1b, vasopressin-stimulated pERK AlphaScreen. AID 995. 72,000 tested, 0.99% active; further: potency means the concentration at half of the fitted maximal effect; on the % scale 0 is the no-effect control and ±100 the full control effect; nearly all actives have a fitted effect of over 55% in size
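qHTS, compounds titrated on V1b-expressing HEK293 cells. Preincubation 30 min at 37C, vasopressin 25 nM for 5 min, lysis 10 min, bead incubation 5 hr at room temperature.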
TexasRed autofl: Texas Red region autofluorescence; Compound fluorescence, Texas Red channel, 547/618 nm; active compounds read high; max dye-equivalent concentration, M; 59,000 tested, 0.06% active; AID 587; in the data active means max dye-equivalent concentration above about 10 nM; inconclusive means between about 1.1 nM and that limit
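Pin-transferred compounds and Texas Red standards go into 100 mM Tris buffer, pH 8.0. After 15 min at room temperature, plates are imaged with 547/618 nm filters. Each value is a dye-equivalent concentration derived from the per-plate dye curve.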
USP2a inhib: blocks human ubiquitin-specific protease USP2a; USP2a enzymatic assay, qHTS inhibition; AID 927; 60,000 tested, 0.1% active; Potency, µM (doses to about 38.3 µM), without a hit: top-dose activity change, negative = inhibition, most hits filed as inhibitors;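 further: potency means the concentration at half of the fitted maximal effect; nearly all actives have a fitted effect of over 60% in size; plate controls were DMSO for no effect and NEM full inhibition control for full effect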
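USP2 core (20nM final) preincubated 30 min RT with compound, then Ub-PLA2 20nM and NBD C6-HPC 20uM final added; buffer 20mM Tris-HCl pH 8.0, 2mM CaCl2. Fluorescence Ex 460/Em 535 read at 0 and 2.5 h; normalized to NEM.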
HEK293 cAMP ctrl: parental HEK293 cAMP activation (counter-screen); parental HEK293 CNG cAMP sensor, membrane potential fluorescence; Potency, µM (titrated, usually from 57.1 µM), for the others: at the top dose activation, usual class: activators; 73,000 tested, 2.5% active; AID 938; further: potency means the concentration at half of the fitted maximal effect; % of control where 0% means no effect; nearly all actives have a fitted effect of over 55% in size
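Parental HEK 293 cells stably expressing a modified CNG channel (no TSHR) report cAMP rise as membrane depolarization. Membrane potential dye with 100 uM RO 20-1724 was loaded for 60 min at room temperature, then compound added for 30 min; fluorescence read at 590 nm.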
Tau filament bind: tau filament binding | recombinant tau filaments, thioflavin S fluorescence, 15 h; filaments grown with octadecylsulfate alongside compound | AID 596 | Potency, µM (doses to about 57.1 µM), inactives show at the top dose activity change, negative = inhibition | 71,000 tested, 2% active;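 further: potency means the concentration at half of the fitted maximal effect; on the % scale 0 is the no-effect control and ±100 the full control effect; actives lower thioflavin S fluorescence by blocking filaments or displacing dye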
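Read-out: ThS fluorescence, 450 nm excitation/510 nm emission; lower signal marks blocked filament formation or displaced dye. Tau at 1 uM with 30 uM ODS, 10 uM ThS, 5 mM DTT, 100 mM NaCl, 10 mM HEPES pH 7.4; 15 h, 37 C.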
HADH2 inh: blocks human hydroxyacyl-CoA dehydrogenase type II. AID 886. 73,000 tested, 3.4% active. recombinant HADH2, NADH fluorescence, beta-hydroxybutyryl-CoA. Q99714. Potency, µM (highest dose often 57.1 µM), inactives show top-dose activity change, negative = inhibition, usual class: inhibitors; further: potency means the concentration at half of the fitted maximal effect; on the % scale 0 is the no-effect control and ±100 the full control effect; nearly all actives have a fitted effect of over 60% in size; many of its hits are not listed in these tables
Target sequence (Q99714 whole entry, looked up, one chain of several): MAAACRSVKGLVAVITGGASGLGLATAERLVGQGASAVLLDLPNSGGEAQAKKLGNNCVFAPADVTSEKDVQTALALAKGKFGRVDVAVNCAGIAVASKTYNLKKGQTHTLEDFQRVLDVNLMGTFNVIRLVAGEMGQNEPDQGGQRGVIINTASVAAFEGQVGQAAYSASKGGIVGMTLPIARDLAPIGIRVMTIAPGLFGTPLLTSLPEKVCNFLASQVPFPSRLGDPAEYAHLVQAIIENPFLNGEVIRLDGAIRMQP
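Activity measured as NADH fluorescence gain (360/450 nm), taken as the change between first and last reads of a 4-min kinetic run. Conditions: pH 9.0 Tris buffer, 20 nM E. coli-expressed His-tagged enzyme, 1 mM NAD+, 90 uM beta-hydroxybutyryl-CoA; 15-min compound preincubation.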
Starred values were filed as active, the others as inactive; i = inactive; ? = inconclusive; / = no result given; [ ] = dose if it differs, or a comment. Unless noted, the call rests on the fitted dose curve; in most records, active means well fitted curve in the direction sought with a large enough effect; inconclusive means small, poorly fitted or top-dose-only effect, or another doubt; inactive means no such curve, though single readings can be large; an effect the other way counts as inactive or inconclusive. These rows are one share of the data. The share of hits here may be higher or lower than overall.

SMILES	Casp1 inh	Fluorescein fluor	Rhodamine autofl	Caspase-7 inhib	Luciferase inh	ERK AVP block	TexasRed autofl	USP2a inhib	HEK293 cAMP ctrl	Tau filament bind	HADH2 inh
N#Cc1ccc(CN2CC[C@@]3(CCCN(S(=O)(=O)c4ccccc4)C3)C2)cc1	-3%	?	i	-1%	0%[11.4 µM]	6%	i	83%[activator]	29%	9%	4%
CCC1(CC)C(=O)C(C)(C)C(=O)OC1c1ccccn1 (configuration not stated)	-2%	?	i	2%	-1%	-8%	i	-4%	4%	7%	14%
C#C[C@@]1(O)CC[C@@H]2[C@@H]3CCC4=CC(=O)CC[C@@H]4[C@H]3CC[C@]21C	-4%[25.7 µM]	?	i	3%[25.7 µM]	2%[25.5 µM]	-10%[25.7 µM]	?	1%[17.1 µM]	?	3%[25.6 µM]	0%[25.6 µM]
CCOC(=O)c1cc(-c2ccc(C)o2)nn1CCC#N	-1%	i	i	-1%	-1%	-6%	?	5%	12%	-5%	2%
CCOc1ccc(Br)cc1-c1noc(-c2cccs2)n1	-1%	i	i	-3%	0%	27%	i	-12%	20%	13%	11%
CN(C)CCCCCNCCCNC(=O)/C=N\O	1%	/	/	0%	-1%	4%	/	1%[7.66 µM]	2%[11.4 µM]	1%[11.4 µM]	5%[11.4 µM]
CCN(CC)CCCCCCCCOC(=O)c1cc(OC)c(OC)c(OC)c1	-1%	i	i	1%	1%	-4%	?	12%	28%	2%	9%
CCOc1cc2c(cc1OCC)C(C(=O)O)C(c1ccc(OC)c(O)c1)N(C)C2=O (configuration not stated)	3%	i	i	4%	6%	24%	i	-4%	0%	6%	9%
CCC(C(=O)Nc1nc(C)cs1)c1ccccc1 (configuration not stated)	-1%	i	i	1%	5%	-5%	i	15%	17%	-15%	-27%
O=C(CN1CCN(c2ccccn2)CC1)N1c2ccccc2CCc2ccccc21	-3%	i	i	0%	-1%	-11%	i	15%	27%	2%	7%
Cc1cc2cc(CN(CC3CCCO3)C(=O)c3cnccn3)c(=O)[nH]c2cc1C (configuration not stated)	-1%	i	i	1%	-1%	-12%	i	37%[activator]	10%	-2%	0%
Cc1cc(-c2ccc(N=Nc3ccc4c(S(=O)(=O)O)cc(S(=O)(=O)O)c(N)c4c3O)c(C)c2)ccc1N=Nc1ccc2c(S(=O)(=O)O)cc(S(=O)(=O)O)c(N)c2c1O	-9%	/	/	-10%	32µM*	25µM*	/	/	-19%	3.2µM*	10µM*
COc1cc(OC)cc(-c2nnc(SCc3cccnc3)o2)c1	-2%	i	i	-2%	-2%	-20%	i	6%	9%	9%	4%
Cc1cc(C)nc(NCC(O)COc2ccccc2C)n1 (configuration not stated)	-2%	i	i	0%	0%	-12%	i	2%	8%	1%	15%
COc1ccc(C2C(C(=O)N3CCC(C)CC3)c3ccccc3C(=O)N2C)cc1 (configuration not stated)	1%	i	i	1%	3%	15%	i	8%	?	4%	-16%
COC(=O)c1ccc2c(c1)NC1=C(C(=O)CC(C)(C)C1)C(c1ccncc1)N2 (configuration not stated)	-2%	i	i	-1%	-1%	-4%	i	4%	3%	8%	-11%
O=C(Nc1ccc2nc(C3CC3)n(Cc3ccc(F)cc3)c(=O)c2c1)c1ccco1	0%	?	i	/	-1%	?	i	7%	9%	31%	6%
CN(Cc1ccco1)c1nc(-c2ccoc2)nc2ccccc12	-7%	?	i	-8%	-1%[2.29 µM]	-16%	i	44%[activator]	16µM*	-11%	?
Fc1cccc(Cl)c1Cn1nnc2c(-n3ccnc3)ncnc21	-4%	?	i	-8%	1%	4%	i	-4%	-1%	-1%	19%
Cn1c(=O)cc(SCC(=O)N2CCN(c3ccccn3)CC2)c2ccccc21	2%	i	i	1%	-1%	-13%	i	13%	-1%	14%	-6%
Cn1cc(S(=O)(=O)NCc2ccco2)c(=O)n(C)c1=O	-3%	/	/	-1%	2%	/	/	/	15%	11%	8%
CCOC(=O)C1(CC)NC(c2ccc(N(C)C)cc2)C2C(=O)N(C)C(=O)C21 (configuration not stated)	-1%	i	i	1%	-1%	-4%	i	/	?	2%	-1%
CCCC(=O)N1CC2(CCC)CN(C(=O)CCC)CC(CCC)(C1)C2=O	1%	i	i	-1%	-2%	16%	i	2%	13%	-1%	9%
CC(=O)N1CCCc2cc(S(=O)(=O)NCCC3=CCCCC3)ccc21	2%	i	i	1%	3%	14%	?	15%	21%	2%	-1%
CC1C(C#N)=C(N)OC2=C1C(=O)CCC2 (configuration not stated)	-2%	?	i	-1%	1%	-2%	?	1%	-1%	1%	-6%
CCC/C=C(\CCC)C(NC(=O)c1ccccc1)c1ccccc1 (configuration not stated)	0%	/	/	0%	/	5%	/	/	?	2%	11%
CCCCNC(=O)CC(=O)Nc1ccccc1C(=O)O	0%	i	i	3%	2%	11%	i	-1%	7%	-2%	-7%
CCc1ccc(NC(=O)CSc2nnc(CNC(=O)c3c(F)cccc3Cl)o2)cc1	0%	i	i	0%	-6%	-10%	i	20%	?	5%	?
CCOC(=O)[C@]1(C(NC(=O)OC)c2cccc(C)c2)CCCC1=O (some centres not stated)	-1%[11.5 µM]	/	/	-1%[11.5 µM]	/	6%[11.5 µM]	/	/	5%[11.4 µM]	/	3%[11.4 µM]
Cc1cc(NC(=O)CSc2nc3ccccc3n2CC(=O)N2CC(C)CC(C)C2)no1 (configuration not stated)	-1%	i	i	2%	2%	-2%	i	-1%	19%	6%	17%

A second format for some results above.
canonical_smiles,Casp1 inh,Fluorescein fluor,Rhodamine autofl,Caspase-7 inhib,Luciferase inh,ERK AVP block,TexasRed autofl,USP2a inhib,HEK293 cAMP ctrl,Tau filament bind,HADH2 inh
N#Cc1ccc(CN2CC[C@@]3(CCCN(S(=O)(=O)c4ccccc4)C3)C2)cc1,-3%,?,i,-1%,0%[11.4 µM],6%,i,83%[activator],29%,9%,4%
COC(=O)c1ccc2c(c1)NC1=C(C(=O)CC(C)(C)C1)C(c1ccncc1)N2 (configuration not stated),-2%,i,i,-1%,-1%,-4%,i,4%,3%,8%,-11%
CCOc1cc2c(cc1OCC)C(C(=O)O)C(c1ccc(OC)c(O)c1)N(C)C2=O (configuration not stated),3%,i,i,4%,6%,24%,i,-4%,0%,6%,9%

Remaining list, next part:
SMILES	Casp1 inh	Fluorescein fluor	Rhodamine autofl	Caspase-7 inhib	Luciferase inh	ERK AVP block	TexasRed autofl	USP2a inhib	HEK293 cAMP ctrl	Tau filament bind	HADH2 inh
CSc1nc(C)cc(OCC(=O)n2nc(C)cc2C)n1	3%	?	i	0%	0%	-3%	i	0%	6%	0%	-14%
CCCCOc1ccc(Cl)cc1CSc1nnc(C)n1N	0%	i	i	-1%	-1%	-20%	i	6%	15%	14%	0%
Cc1ccc(-c2nc(CS(=O)CC(=O)NC3CCC(C)CC3)c(C)o2)cc1 (configuration not stated)	-2%	/	/	-2%	-1%	-15%	/	/	20%	10%	-2%
CC12CC3CC(C)(C1)CC(C(=O)Nc1nn[nH]n1)(C3)C2	-7%	i	i	0%	-2%	-7%	?	1%	8%	-5%	-1%
C=C(C)COc1ccc2oc(C)c(C(=O)OCCOC)c2c1	0%	/	/	-2%	-1%	39%[activator]	/	-1%	?	-6%	?
COC(=O)c1sccc1NC(=O)CSc1nnnn1-c1ccccc1F	-3%	i	i	-7%	-1%	-29%	i	43%[activator]	?	8%	1%
O=C(Nc1cccc2cccnc12)c1cccnc1	-1%	i	i	0%	-1%	-7%	i	4%	24%	-3%	7%
COc1ccc(Cc2nc(-c3cccs3)no2)cc1OC	-2%	/	/	-2%	-7%	-4%	/	/	?	0%	-24%
CC[N+](CC)(CC)C/C(N)=N/O	0%	i	i	1%	4%	14%	i	0%	-2%	3%	-1%
CC(=O)OCC1OC(n2ccc(=O)[nH]c2=O)C(O)C1O (configuration not stated)	-1%	?	i	0%	3%	1%	?	-7%	-4%	-6%	1%
COc1ccc(NC(=O)c2ocnc2C)cc1OC	-1%	i	i	-1%	-3%	-14%	i	-1%	0%	6%	5%
CC(C)CC1NC(=O)N(CC(=O)N2CCN(S(=O)(=O)c3ccc(Cl)cc3)CC2)C1=O (configuration not stated)	0%	?	i	-6%	0%	-8%	i	11%	1%	8%	8%
CN1CCN(c2ccc(NC(=O)COc3ccccc3Cl)cc2)CC1	-4%	?	i	1%	-2%	-26%	i	16%	-4%	16µM*	1%
O=C(N1CCOCC1)N1CCN(S(=O)(=O)N2CCCCC2)CC1	-1%	i	i	-3%	-1%	1%	i	-7%	1%	7%	-7%
Cc1oc(-c2ccccc2F)nc1CSCC(=O)NCc1ccc2c(c1)OCO2	-1%	i	i	0%	0%	9%	i	2%	?	6%	-6%
Cc1ccc(S(=O)(=O)N2CCCC2C(=O)N2CCCCCC2)cc1 (configuration not stated)	0%	i	i	0%	3%	-8%	i	4%	5%	2%	4%
CSC(=NCCCN1CCOCC1)NS(=O)(=O)c1cccs1	0%	i	i	2%	3%	5%	i	4%	2%	5%	-4%
